Compound activity as filed in PubChem.
GPR151 ag: activates the human receptor GPR151 | hit rate 1% among 650,000 | PathHunter beta-arrestin GPR151 cells, luminescence | AID 1508602 | activation, % at 11.2 µM; in the data active = activation above about 4.9%;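 note: 0% = median of compound wells and 100% = cells with positive control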
Target sequence (Q8TDV0 whole entry, looked up): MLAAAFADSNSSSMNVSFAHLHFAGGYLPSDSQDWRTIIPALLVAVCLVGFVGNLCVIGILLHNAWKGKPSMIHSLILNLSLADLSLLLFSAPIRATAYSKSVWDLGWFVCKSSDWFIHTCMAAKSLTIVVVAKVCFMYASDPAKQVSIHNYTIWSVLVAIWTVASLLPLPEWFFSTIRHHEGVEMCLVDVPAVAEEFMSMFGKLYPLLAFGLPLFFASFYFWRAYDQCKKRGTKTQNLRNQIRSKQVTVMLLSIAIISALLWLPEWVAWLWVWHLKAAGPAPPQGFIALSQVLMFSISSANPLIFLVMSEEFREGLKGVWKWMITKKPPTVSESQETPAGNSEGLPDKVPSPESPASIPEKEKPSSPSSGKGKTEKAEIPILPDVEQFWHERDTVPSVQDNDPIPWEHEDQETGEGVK
TEAD-YAP inh: TEAD-YAP interaction inhibition; HEK-TIYL cells, TEAD-Gal4/YAP UAS-luciferase luminescence; inhibition, % at 9.12 µM; hit rate 1.4% among 640,000; in the data active = inhibition above about 32%;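 note: 0% = median of test compound wells and 100% = reference inhibitor wells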
FBW7 activator: activators of human E3 ligase FBW7. AlphaScreen FBW7–phospho-cyclin E peptide binding, activator screen. hit rate 0.13% among 650,000. Q969H0. normalized activity (activation), % at 26.1 µM. AID 1259310; in the data active = normalized activity above about 1.9%;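 note: purified mutant Fbw7 with reduced substrate affinity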
MITF primary: blocks human microphthalmia-associated transcription factor; inhibition, % at 2.6 µM; O75030; AlphaScreen MITF homodimerization, bead proximity signal; hit rate 0.91% among 650,000; in the data active = inhibition above about 50%;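 note: 0% = vehicle wells with protein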
Target sequence (O75030 whole entry, looked up): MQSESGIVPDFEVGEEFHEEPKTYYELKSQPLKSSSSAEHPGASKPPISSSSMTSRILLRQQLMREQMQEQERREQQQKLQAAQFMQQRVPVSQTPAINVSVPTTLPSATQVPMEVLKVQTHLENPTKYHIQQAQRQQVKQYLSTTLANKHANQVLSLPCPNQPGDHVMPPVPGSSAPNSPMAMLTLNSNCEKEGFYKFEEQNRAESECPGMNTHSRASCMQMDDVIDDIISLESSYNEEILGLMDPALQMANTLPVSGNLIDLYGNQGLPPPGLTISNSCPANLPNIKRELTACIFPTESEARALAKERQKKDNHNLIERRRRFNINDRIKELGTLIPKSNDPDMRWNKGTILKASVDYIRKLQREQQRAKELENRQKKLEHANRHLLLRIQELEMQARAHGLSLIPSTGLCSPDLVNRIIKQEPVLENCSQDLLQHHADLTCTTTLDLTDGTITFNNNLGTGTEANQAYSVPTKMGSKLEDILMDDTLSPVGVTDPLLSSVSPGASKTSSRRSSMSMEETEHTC
An asterisk follows results filed as active; . = not tested or not shown. Outcome played no part in choosing rows (roughly 3.4% active in at least one column).

smiles	GPR151 ag	TEAD-YAP inh	FBW7 activator	MITF primary
COc1ccccc1/C=C/CN1CCc2nnc(C(CC(C)C)NC(C)=O)n2CC1 (stereo unspecified)	0.4	5	-0.1	0
COc1ccc(CC/C(=N\O)C2(O)CCCCC2)cc1	3.6	0	0.2	2
CC(=O)Nc1ccc(Nc2nc(-c3ccc(C(=O)N4CCN(C)CC4)cc3)nc3c2ncn3C2CCCCC2)cc1	-0.8	-14	0.0	0
O=C(CSc1nncn1-n1cccc1)Nc1ccc(Cl)cc1	-0.2	10	0.0	8
COc1ccc(CC2NCC3(CCOCC3)c3cc(OC)c(OC)cc32)cc1OC (stereo unspecified)	0.2	-12	-0.1	2
COc1ccc(OCC(=O)Nc2nc3ccc(Cl)cc3s2)cc1	-0.8	-6	0.0	5
CCc1ccccc1-n1c(C)cc(/C=C2/C(=N)N3C=CSC3=NC2=O)c1C	-1.1	62*	0.1	9
CC1CCN(c2ccc(-c3ccc(NS(C)(=O)=O)cc3)nn2)CC1	-0.1	26	-0.1	-4
COc1ccc(CCNC(=O)CCCCCn2c(SCc3ccc([N+](=O)[O-])cc3)nc3ccsc3c2=O)cc1OC	-1.2	7	0.1	4
CCCCCCC[N+](CC)(CC)CCCCc1ccc(Cl)cc1	2.3	.	0.2	-3
O=C(Nc1cccc(-c2cn3cccnc3n2)c1)c1ccccc1Br	2.4	-4	-0.1	-2
O=C(c1cccnc1)N1CCc2nc(-c3ccccn3)nc(N3CCOCC3)c2C1	0.0	1	-0.2	-2
COc1ccccc1-c1cnc2[nH]c(=O)n(CC(C)C)c2n1	-0.6	7	0.1	17
NC(=O)COc1ccc2c(-c3cc4ccccc4oc3=O)cc(=O)oc2c1	-0.6	1	-0.1	-10
O=c1[nH]c(Cc2ccc(F)cc2)nc2c1nnn2Cn1nnc(-c2ccccc2)n1	-0.1	-11	-0.1	-4
CCCCN(C)CCN1C(=O)C2C(C(=O)Nc3ccc(Cl)cc3)C3C=CC2(O3)C1C(=O)NC1CCCCC1 (stereo unspecified)	-0.2	8	0.0	-1
O=C(Cc1cc(=O)[nH]c(=O)[nH]1)NCc1ccco1	-1.2	-8	0.1	13
Cc1cc(C)c2c(=O)[nH]c(SCC(=O)O)nc2n1	2.6	-11	0.0	-2
Nc1nc(Nc2ccc(N3CCOCC3)cc2)nc2c1ncn2-c1ccccc1	-0.6	12	0.0	0
COc1ccc(N2C(=O)c3ccc(Oc4ccc5c(c4)C(=O)N(c4ccc(OC)cc4)C5=O)cc3C2=O)cc1	-1.4	-4	0.0	-7
CN(C)CCCNc1c2ccccc2nc2ccccc12	1.4	-5	0.1	14
CCCCC(=O)NC1(C(F)(F)F)C(=O)Nc2c1c(=O)[nH]c(=O)n2Cc1ccccc1 (stereo unspecified)	-0.5	8	-0.1	13
CCOc1ccc(Br)cc1C1C(C#N)=C(N)Oc2cc3c(cc21)OCO3 (stereo unspecified)	0.1	19	0.1	3
CC(C)CN1CCN(Cc2nc(C(C)C)cs2)CC1CCO (stereo unspecified)	0.1	9	0.0	9
Cc1c(C(=O)Nc2ccccc2C(F)(F)F)sc2ncn(Cc3cccc(F)c3)c(=O)c12	-0.7	5	0.8	2
Cc1cc(NC(=O)c2ccccc2)ccc1-c1cc2ccccc2oc1=O	-1.7	-1	0.6	6
CC(C)=CCN1CCNC(=O)C1CC(=O)NCCc1ccccc1C(F)(F)F (stereo unspecified)	0.1	13	0.0	16
O=C(Nc1ccc(N2CCN(C(=O)c3ccccc3)CC2)cc1)c1ccc([N+](=O)[O-])o1	1.4	-8	0.1	28
C=CCN(c1ccc(C(=O)Nc2ccc(NC(C)=O)cc2)cc1)S(C)(=O)=O	-0.9	1	-0.1	-4
Cc1ccc(NC(=O)CSc2nncn2-n2cccc2)c(C)c1	-1.2	16	-0.1	14
COc1ccc(CNc2ccc3ncc(-c4cccs4)n3n2)cc1	0.3	3	0.1	15
C=CCn1c(N2CC(C)CC(C)C2)nc2c1c(=O)[nH]c(=O)n2C (stereo unspecified)	0.1	3	0.1	10
Cc1ccccc1N1C(=S)NC2c3ccccc3OC1(C)C2C(=O)N(C)C (stereo unspecified)	0.9	5	0.0	11
COc1ccc(O)c(C(=O)c2cnn(C(=O)C(=O)Nc3ccc(C)cc3)c2)c1	-1.0	-4	0.0	5
O=C(Nc1ccc(Oc2ccccc2)cc1)c1ccccc1Br	-1.2	-15	0.0	1
Cc1ccc(Cl)cc1N1CCN(CC(=O)Nc2ccc(-n3cnnn3)cc2)CC1	0.5	-12	0.4	-7
COC(=O)Cc1c(C)nc2nc(NCc3ccccc3OC)[nH]n2c1=O	-1.3	-3	0.5	10
O=C(Oc1cccc(NC(=O)c2ccccc2Cl)c1)c1cccc(S(=O)(=O)N2CCCCC2)c1	2.7	54*	0.0	-6
CC(=O)Nc1ccc(Nc2nc(-c3ccc(C(N)=O)cc3)nc3c2ncn3C(C)C)cc1	-0.1	28	0.1	2
CC1(C)CC(=O)C2=C(C1)Nc1ccccc1N(C(=O)C1CC1)C2c1ccc(Cl)cc1 (stereo unspecified)	-0.8	7	-0.1	17
COc1cccc(NC(=O)C2CCN(S(=O)(=O)c3ccc4c(c3)CCC(=O)N4)CC2)c1	-0.7	-3	0.2	12
COCCNCCOc1ccc(Cl)cc1Cl	-0.5	7	0.4	7
Cc1ccccc1C(=O)NC1CCCCCC1	-4.0	-18	-0.2	-2
O=C(Cc1ccccc1)Nc1ccc(-c2nc3cccnc3s2)cc1	-0.1	-17	0.0	8
CCc1ccc2[nH]c3nc(SCC#N)nnc3c2c1	-0.7	-12	-0.1	-3
CC1(C)CC(=O)C2=C(C1)N(c1ccccc1)C(=O)CC2c1ccc(O)cc1 (stereo unspecified)	0.4	-6	-0.2	-8
Cc1cnn(C(=S)NCCc2ccccc2)c1	2.7	-32	0.3	0
COc1cn(-c2ccc(F)cc2)nc1C(=O)NC1CCCCCC1	0.6	-21	0.0	-4
CC1CCC(C(=O)NC(C)c2ccccc2)CC1 (stereo unspecified)	4.4	1	-0.2	-4
CCc1ccccc1N(CC(=O)Nc1cc(C(=O)OC)ccc1C)S(C)(=O)=O	1.7	-14	0.7	4
COc1ccc(N2C(=O)CC(N3CCC(O)(c4ccc(Cl)cc4)CC3)C2=O)cc1 (stereo unspecified)	-1.1	2	0.5	4
CCc1nnc(NC(=O)C2CCN(c3nc4ccccc4s3)CC2)s1	0.9	0	-0.1	2
O=S(=O)(c1cccc(C(F)(F)F)c1)N1CCCC1c1cccnc1 (stereo unspecified)	0.5	-15	-0.3	-10
CC(C)COC(=O)/C(=C\c1ccco1)NC(=O)c1ccccc1I	0.4	9	0.2	6
O=c1c2c3c(sc2n2cnnc2n1C1CCCCC1)CCCC3	-0.5	8	0.2	-1
COC(CN1C(=O)C(O)=C(C(C)=O)C1c1cccc(F)c1)OC (stereo unspecified)	0.0	-3	0.2	1
CCOC(=O)c1oc2ccccc2c1CN1C(=O)NC2(CCCCC2)C1=O	0.4	-8	0.0	-9
CCOC(=O)N1CCN(S(=O)(=O)c2ccc(C(=O)Nc3ccc(OC)c4ccccc34)cc2)CC1	0.3	9	0.0	7
CC(C)(C)c1cnnn1-c1ccc(NC(=O)c2ccc3c(c2)OCO3)cc1	0.1	-11	0.4	0
Cc1c(C(=O)O)sc(=S)n1-c1ccccc1	2.6	8	0.0	0

(further entries)
smiles	GPR151 ag	TEAD-YAP inh	FBW7 activator	MITF primary
CC(Oc1ccc(Cl)cc1Cl)C(=O)Nc1ccc(O)cc1C(=O)O (stereo unspecified)	1.9	5	-0.1	0
CC(=O)c1c(C)[nH]c(C(=O)c2cc3cc([N+](=O)[O-])ccc3o2)c1C	0.3	-2	0.2	11
COc1cccc(N/C=C(\C#N)C(=O)N2CCOCC2)c1	-1.6	-2	0.1	-4
COC(=O)c1ccccc1NC(=O)C(C)NS(=O)(=O)c1ccc(C)cc1 (stereo unspecified)	-0.9	2	0.2	-8
CS(=O)(=O)c1cccc(C(=O)Nc2ccc(-c3nc4ccccc4s3)c(O)c2)c1	-0.5	-8	0.6	13
CSc1nc(C)cc(C)c1C(N)=O	-0.3	6	0.2	12
COc1ccc(-c2cccc(NS(=O)(=O)c3cc(Cl)ccc3Cl)c2)nn1	1.4	-16	0.0	-9
Cn1nnnc1SCC(=O)N1CCCC1	0.4	-12	-0.1	4
CCCC1=C(C(=O)OCC)C(c2cccc3ccccc23)C(C#N)=C(N)O1 (stereo unspecified)	0.7	6	0.0	2
COCC1CCN(Cc2c(C(=O)N(C)CCc3ccccc3)nc3c(C)cccn23)C1 (stereo unspecified)	-0.9	1	-0.2	-12
CCOC(=O)CN1C(=O)C(C)Oc2ccc(C)cc21 (stereo unspecified)	1.6	2	0.1	0
Cc1cccc(NC(=O)c2cc(Cl)n(C)n2)c1C	1.5	-5	0.0	4
COc1cccc(NC(=O)c2ccccc2NS(=O)(=O)c2ccc(C)cc2)c1	-0.6	2	-0.1	-2
COc1cc(/C=N/NC(=O)c2cccc(NC(C)=O)c2)cc(Cl)c1O	0.0	0	-0.5	63*
COCCN(Cc1cc2ccc(OC)cc2nc1-c1cccc(C)c1)C(=O)C1CCCO1 (stereo unspecified)	-0.8	-3	0.0	-15
Cc1ccc2cc(NC(=O)c3ccccc3C(=O)O)ccc2n1	0.7	-6	-0.2	14
COc1ccccc1NC(=O)Nc1nnc(N2CCCCC2)s1	-0.7	-20	-0.2	-5
Cc1cc(NC(=O)c2cnn3c(C(F)F)cc(C4CC4)nc23)no1	-1.6	-8	0.0	-9
S=c1nc(NCc2ccccc2Cl)c2ccccc2[nH]1	-0.2	-1	0.0	8
CCc1ccc(Oc2nc3c(C)cccn3c(=O)c2/C=C(\C#N)C(=O)N2CCOCC2)cc1	0.1	7	0.3	8
CC(C)CCN1C(=O)C2C(C(=O)Nc3ccc(Br)cc3)C3C=CC2(O3)C1C(=O)NC1CCCCC1 (stereo unspecified)	-0.4	-12	-0.1	-2
C=C1C2(C(=O)NCc3ccc(F)cc3)CCC(C2)C1(C)C (stereo unspecified)	2.8	-2	-0.3	-11
N#CCCN(C(=O)/C(C#N)=C/c1cccs1)c1ccccc1	0.4	-9	0.0	11
COc1ccc(C(CNS(=O)(=O)c2ccc(Cl)cc2)N2CCN(C)CC2)cc1 (stereo unspecified)	1.4	-2	0.0	3
CCOc1ccccc1NC(=O)CSCC(=O)Nc1ccccc1	0.0	-12	0.3	6
CN1CCN(C(=S)Nc2cccc(Cl)c2)CC1	1.6	6	-0.1	14
CCOc1cccc2sc(=NC(=O)c3ccccc3S(C)(=O)=O)n(C)c12	-1.1	-28	-0.1	-1
Cc1ccc(/C=N/NC(=O)Cc2cccc3ccccc23)c(O)c1	0.2	5	-0.1	4
CC(C)OC(=O)c1nn2c(C(F)(F)F)cc(-c3ccc(F)cc3)nc2c1Cl	2.6	-2	-0.4	-8
CC1(C)COCN1C(=O)c1ccc(S(=O)(=O)N2CCCC2)o1	-0.4	2	-0.1	-1
Cc1nc(N2CCCC2C(=O)NCCN2CCNC2=O)nc2ccc(F)cc12 (stereo unspecified)	1.2	-6	0.1	-7
O=C(Nc1ccccc1)NC1(C(=O)NCc2ccc3c(c2)OCO3)CCCCC1	-0.5	2	1.2	14
Cc1cnc(C)c(-c2cc(F)cc3c2OC(CNC(=O)Cc2c[nH]c4ccccc24)C3)n1 (stereo unspecified)	0.4	14	0.7	-4
COc1ccccc1C(=O)N1CCN(C=O)CC1	-1.4	3	0.1	-1
COC(=O)c1cc2cnccc2nc1-c1cccc(C(F)(F)F)c1	0.1	5	0.0	10
CCCC1(C(=O)OCC)NC(c2ccc(F)cc2)C2C(=O)N(C)C(=O)C21 (stereo unspecified)	1.1	-12	0.9	9
CC(Oc1ccccc1)C(=O)NNc1nc(Cl)nc(N(C)C)n1 (stereo unspecified)	0.0	7	0.2	15
COc1ccc(-n2c(=O)cc(N3CCCC3)[nH]c2=O)cc1	1.4	1	0.1	3
